# ERG Ets-DNA blk: inhibitors of human ERG Ets domain-DNA interaction | Potency, µM (doses to about 76.9 µM), for inactives: top-dose FP activity, negative = inhibition, hits mostly inhibitors | 0.028% of 370,000 active | fluorescence polarization, His-ERG Ets domain / labelled DNA | P11308; active means well fitted inhibition curve with a large enough effect in the polarisation, with a control signal flat; inconclusive means small, poorly fitted or top-dose-only effect, or effect the other way, or a change in a side signal; inactive means no such curve, though single readings can be large or run the other way; the % refers to the polarisation;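 further: polarization taken with two DNA probes labelled with fluorescein and Texas red; potency means the concentration at half of the fitted maximal effect; % of control where 0% means no effect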
# Target sequence (P11308 whole entry, looked up, the tested form may be a part): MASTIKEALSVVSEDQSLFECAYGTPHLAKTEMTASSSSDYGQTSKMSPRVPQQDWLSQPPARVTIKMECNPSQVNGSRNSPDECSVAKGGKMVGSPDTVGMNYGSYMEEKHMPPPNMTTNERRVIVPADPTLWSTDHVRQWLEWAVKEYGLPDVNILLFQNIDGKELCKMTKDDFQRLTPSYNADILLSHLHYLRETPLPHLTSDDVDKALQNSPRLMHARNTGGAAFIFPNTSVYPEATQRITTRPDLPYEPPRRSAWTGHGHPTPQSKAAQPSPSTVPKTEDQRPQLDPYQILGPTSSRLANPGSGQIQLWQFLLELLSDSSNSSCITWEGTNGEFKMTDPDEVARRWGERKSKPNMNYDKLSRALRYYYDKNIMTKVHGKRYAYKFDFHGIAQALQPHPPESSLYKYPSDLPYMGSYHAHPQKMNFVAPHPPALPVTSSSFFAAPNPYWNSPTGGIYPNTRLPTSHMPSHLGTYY
#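 His-tagged ERG Ets domain (1 uM in the protein solution; 300mM KCl, 50mM Tris-HCl, 1mM EDTA, 1mM DTT, pH 7.5) received compound, then a probe mix of 5 nM fluorescein-DNA and 100nM Texas-615-DNA. Fluorescence polarization was read for both dyes.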
# PI4K2A block: inhibitors of human PI4K2A; AID 1346378; 0.13% of 420,000 active; activity change, negative = inhibition, % at 76.9 µM; purified PI4K2A, ADP-Glo luminescence, 1 h; stronger effect = lower value; in the data active means activity change below about -50%; inconclusive means mostly about -30% to -49%;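 further: -100% = wells without enzyme as full effect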
#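 ADP-Glo luminescence measured ADP generated by PI4K2A enzyme (4 ug/mL before mixing) with 1.2 mM PI substrate (pre-mix) and 300 microM ATP (pre-mix). Tris pH7.5 buffer with MgCl2, Triton X-100; 1 h reaction at ambient temperature.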
# JMJD2A Tudor inh: inhibitors of human JMJD2A Tudor domain; 4.4% of 390,000 active; Potency, µM (top dose mostly 114 µM), without a hit: at the highest dose activity change, negative = inhibition, usual class: inhibitors; AlphaScreen JMJD2A-Tudor / H3K4me3 peptide binding; further: potency means the concentration at half of the fitted maximal effect; on the % scale 0 is the no-effect control and ±100 the full control effect; nearly all actives have a fitted effect of over 50% in size
# GLS inhibitor: blocks human kidney-isoform glutaminase activity; 0.21% of 410,000 active; O94925; Potency, µM (highest dose often 45.5 µM), for the others: at the top dose activity change, negative = inhibition, most hits filed as inhibitors; AID 624170; GLS enzymatic activity, qHTS titration; further: potency means the concentration at half of the fitted maximal effect; on the % scale 0 is the no-effect control and ±100 the full control effect
#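 hKGA; 45 mM KH2PO4 pH 8.2 + 0.02% Tween-20; cpd via pin tool; 1 mM Gln soln; GluOx/HRP/Amplex Red; RT 30 min; fluor. t0 & final.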
# G9a inh: inhibitors of human histone lysine methyltransferase G9a; Q96KQ7; 8.8% of 350,000 active; AID 504332; G9a H3K9 monomethylation, AlphaScreen, 2 h; Potency, µM (titrated, usually from 102 µM), for inactives: at the top dose activity, negative = inhibition, hits mostly inhibitors; further: potency means the concentration at half of the fitted maximal effect; on the % scale 0 is the no-effect control and ±100 the full control effect; nearly all actives have a fitted effect of over 75% in size
#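 AlphaScreen detection with an anti-monomethyl H3K9 antibody quantified product after a 2 h room-temperature reaction containing 500 nM biotinylated H3K9 peptide, 20 µM SAM and 20 nM enzyme, which had been preincubated 15 min with compound.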
# HP1b chromo inh: inhibitors of HP1-beta chromodomain binding to methylated histone tails; P83916; AlphaScreen HP1-beta / biotin-H3K9me3 peptide binding; Potency, µM (highest dose often 114 µM), for inactives: at the highest dose activity change, negative = inhibition, hits mostly inhibitors; 0.56% of 390,000 active; further: potency means the concentration at half of the fitted maximal effect; nearly all actives have a fitted effect of over 70% in size; inactives centre near 23
# Target sequence (P83916 whole entry, looked up): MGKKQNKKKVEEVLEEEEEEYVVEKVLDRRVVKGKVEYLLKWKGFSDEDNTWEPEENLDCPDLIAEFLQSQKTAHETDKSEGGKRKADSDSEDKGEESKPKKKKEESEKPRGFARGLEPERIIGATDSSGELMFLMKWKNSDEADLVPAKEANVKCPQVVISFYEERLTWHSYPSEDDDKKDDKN
#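 HP1-beta protein (50 nM final) preincubated 30 min at room temperature with biotinylated H3(1-18)K9me3 peptide (50 nM) in PBS pH 7.4, 0.01% Tween-20, then compound added for 30 min. AlphaScreen streptavidin donor/nickel chelate acceptor beads (10 ug/mL final), 30 min dark, luminescence read.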
# PGK inhibitor: inhibitors of T. brucei phosphoglycerate kinase; P07378; Potency, µM (doses to about 57.5 µM), inactives show top-dose activity change, negative = inhibition, hits mostly inhibitors; 0.043% of 380,000 active; PGK/GAPDH coupled, Kinase-Glo luminescence, 60 min; further: potency means the concentration at half of the fitted maximal effect; on the % scale 0 is the no-effect control and ±100 the full control effect; nearly all actives have a fitted effect of over 60% in size
#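 Recombinant glycosomal PGK reaction used 1,3-bisphosphoglycerate generated in-well by GAPDH (100nM final) in 100mM TEA pH 7.6, 5mM MgCl2, 0.01% Tween-20. After 60 minutes at room temperature, ATP was read by Kinase-Glo Plus luminescence end-point.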
# Pin1 inhibitor: human Pin1 inhibition. Q13526. Pin1 FP peptide displacement, HiFluor488, 10 min. Potency, µM (series often up to 115 µM), for the others: at the highest dose activity, negative = inhibition, usual class: inhibitors. 0.009% of 390,000 active. AID 504891; active means well fitted inhibition curve with a large enough effect in the polarisation, with a control signal flat, not every such curve was filed as active; inconclusive means small, poorly fitted or top-dose-only effect, or effect the other way, or a change in a side signal; inactive means no such curve, though single readings can be large or run the other way; the % refers to the polarisation; further: potency means the concentration at half of the fitted maximal effect; on the % scale 0 is the no-effect control and ±100 the full control effect
# Target sequence (Q13526 whole entry, looked up): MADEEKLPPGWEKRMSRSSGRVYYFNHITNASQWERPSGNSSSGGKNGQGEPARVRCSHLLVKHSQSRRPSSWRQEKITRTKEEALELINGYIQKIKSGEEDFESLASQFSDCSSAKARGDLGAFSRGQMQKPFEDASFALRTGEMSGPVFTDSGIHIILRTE
# BAZ2B inh: BAZ2B (human) inhibition; 4.4% of 360,000 active; Potency, µM (top dose mostly 114 µM), for inactives: top-dose activity change, negative = inhibition, hits mostly inhibitors; Q9UIF8; AlphaScreen BAZ2B-H3K14Ac peptide displacement; further: potency means the concentration at half of the fitted maximal effect; on the % scale 0 is the no-effect control and ±100 the full control effect; nearly all actives have a fitted effect of over 60% in size
#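 Complex of BAZ2B and biotin-H3K14Ac (50 nM apiece) forms over 30 min at RT, then faces library compounds up to 110 uM for another 30 min; AlphaScreen beads added, 20 min dark incubation, luminescence read.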
# * hit, by the source's call; i = inactive; ? = inconclusive; . = no result given; & = joins results of further samples; [ ] = another dose, or the depositor's remark. Unless noted, the call rests on the fitted dose curve; in most records, active means well fitted curve in the direction sought with a large enough effect; inconclusive means small, poorly fitted or top-dose-only effect, or another doubt; inactive means no such curve, though single readings can be large; an effect the other way counts as inactive or inconclusive. Outcome played no part in choosing rows; 11% or so of the library scored in one or more.
SMILES,ERG Ets-DNA blk,PI4K2A block,JMJD2A Tudor inh,GLS inhibitor,G9a inh,HP1b chromo inh,PGK inhibitor,Pin1 inhibitor,BAZ2B inh
CC1CCN(c2ccc(/C=C(\C#N)c3nn(-c4ccccc4)c(N)c3C#N)cc2[N+](=O)[O-])CC1,1%,4,-11%,4%,22%[59 µM],-13%,-4%,1%,-26%
CC(=O)N(c1ccc(N(C(C)=O)S(=O)(=O)c2cccs2)cc1)S(=O)(=O)c1cccs1,9%,8,-17%,8%,15%[59 µM],32%,2%,-6%,9%
Cc1cc(C)c(C2=NOC3C4CCC(C4)C23)c(C)c1 (stereo unspecified),11%,5,9%,-3%,10%[59 µM],52%[activator],-7%,-10%,4%
COc1ccc(N2CCN(C(=O)C3CCN(S(=O)(=O)c4cccs4)CC3)CC2)cc1,-7%&-1%,-6&-1,?,-4%&42%,?,?,-3%&4%,1%&7%,-18%&-28%
CCOC(=O)CSc1n[nH]c(-c2ccco2)n1,5%,1,?,6%,1%,17%,-8%,-6%,11%
COc1ccccc1C(=O)NC(=O)COC(=O)CNC(=O)c1ccc(Cl)c([N+](=O)[O-])c1,7%,-3,-8%,-4%,?,7%,1%,-2%,-8%
C[C@]12CC[C@@H]3c4ccc(OC(=O)c5ccccc5)cc4CC[C@H]3[C@@H]1CC[C@@H]2O,-3%,0,-14%,-8%&-6%,-1%,54%[activator],-9%,-1%,0%
COc1ccc(Br)cc1/C=N/NC(=O)Cn1nnnc1N,-5%,1,1%,-14%,.,32%,i,-3%,-9%
CCOC(=O)/C(=N/Nc1ccc(OC)cc1)Sc1nnc(CCc2ccccc2)n1-c1ccccc1,-2%,3,-35%,-18%,?,1%,0%,-5%,-34%
Cc1ccc2nc(SCC(=O)N3CCCC3)nc(=O)n2c1,8%,6,-17%,0%,5%,9%,-4%,-4%,-5%
Nc1nc(N)nc(-c2ccccc2-c2nc(N)nc(N)n2)n1,8%,0,-4%,-9%,4%,44%[activator],-2%,1%,-9%
CCC(=O)Nc1c(C(=O)Nc2cccc(OC)c2)oc2ccccc12,6%,-1,-17%,-13%,-6%[12.7 µM],23%,-1%,-16%,0%
CCCC1(C(=O)OCC)NC(c2ccco2)C2C(=O)N(C)C(=O)C21 (stereo unspecified),-4%,0,2%,9%,10%,26%,6%,-5%,-2%
COc1ccc(OC)c(C2=Nn3c(nnc3-c3cc(OC)c(OC)c(OC)c3)SC2)c1,-13%,-4,-28%,2%,-18%[59 µM],1%,-1%,?,.
CCOCCCn1c(SCC(=O)Nc2ccc3[nH]c(=O)[nH]c3c2)nc2ccccc2c1=O,-3%,-4,-17%,20%,27%[0.501 µM],10%,i,12%,11%
Cc1c(O)ccc2c3c(c(=O)oc12)CCCC3,-4%,3,3%,19%,0%[59 µM],21%,-2%,-8%,9%
O=C1NCC(=O)N(Cc2ccccc2)/C1=C/c1ccccc1,1%,9,-14%,3%,1%,41%[activator],-4%,3%,-10%
NC(=O)c1ccsc1NC(=O)COC(=O)c1cnccn1,-5%,4,-26%,-1%,0%[12.7 µM],15%,-4%,?,-8%
Cc1ccc(SCC(=O)Nc2c(Br)cnn2C)cc1,5%,1,-6%,8%,?,1%,-1%,-1%,-2%
Cn1nc(C(=O)NCc2ccc(F)cc2)c2ccccc2c1=O,1%,-2,-20%,-2%,-7%[59 µM],5%,-6%,1%,19%
O=[N+]([O-])c1cc(C(F)(F)F)ccc1NCCc1ccncc1,14%,0,-18%,-17%,22%,-3%,-5%,15%,-10%
COc1ccc(NC(=O)N(CCc2ccccc2)Cc2cc3c(C)cc(C)cc3[nH]c2=O)cc1,-3%,-3,-33%,18%,11%[59 µM],-6%,3%,10%,-26%
Cc1[nH]c(=O)[nH]c(=O)c1NC(=O)CSc1ncccc1-c1nc2ccccc2[nH]1,4%,-2,-12%,?,0%,45%,1%,5%,1%
N=c1sccn1CC(=O)Nc1cc(S(=O)(=O)N2CCCC2)ccc1Cl,7%,4,-12%,21%,-31%,31%,i,4%,.
COc1ccccc1CNC(=O)C1Cc2cc(S(=O)(=O)N3CCCC3)ccc2N1C(C)=O (stereo unspecified),13%,-7,-11%,-3%,10%[59 µM],71%[activator],-5%,4%,7%
CCc1nnc(SCC(=O)Nc2ccc(N3CCOCC3)cc2)o1,-3%,-7,-12%,38%[activator],-1%[12.7 µM],10%,8%,-1%,4%
Clc1cccc(Cl)c1/C=N\Nc1nccs1,.,1,-28%,-5%,-47%[12.7 µM],10%,-15%,-2%,-21%
O=C(Nc1ccc(S(=O)(=O)C(F)F)cc1)c1ccc2c(=O)n3c(nc2c1)CCC3,8%,2,-7%,0%,-29%,24%,-5%,20%,25%
NNC(=O)c1cc(C23CC4CC(CC(C4)C2)C3)[nH]n1,-1%,0,-19%,11%,11%,38%[activator],i,-5%,-9%
CCOC(=O)c1cc2c(ccc3nc(C)c(C)c32)[nH]c1C,-2%,8,-7%,-4%,5%,41%[activator],i,-2%,6%
CC(C)(C)NS(=O)(=O)c1ccc(NC(=O)Cc2ccccc2[N+](=O)[O-])cc1,2%,4,-13%,4%,-35%,6%,3%,1%,-4%
CCC1=C(OC(=O)N(CC)CC)N2C(=O)OC(=NCC(=O)OC)[C@]2(Cc2ccccc2)[C@H]2C1=CC[C@H]1C(=O)NC(=O)[C@H]12,-1%,-2,-15%,13%,24%[59 µM],18%,6%,-2%,4%
CC#CCN1c2ccccc2[C@]23C[C@@H](C(=O)OC)N(C(=O)NC4CCCCC4)C2=NC(C(=O)OC)=C(C(=O)OC)[C@H]13,3%,5,?,-1%,.,17%,-9%,-1%,.
Cc1cc2ncn(-c3ncnc4sc5c(c34)CCCC5)c2cc1C,-1%,-4,-11%,0%,-20%[59 µM],18%,i,-3%,-37%
NC(=S)N/N=C\c1ccc(-c2cccc(Cl)c2Cl)o1,5%,4,-18%,3%,-45%,3%,-9%,7%,-5%
Cc1cccc(C(=O)Nc2c(C(=O)NCc3ccc(Cl)cc3)sc3nc(C)cc(C)c23)c1,-2%,0,-9%,-9%,14%[59 µM],17%,9%,4%,-12%
O=C(N/N=C/c1ccc(-c2cccc([N+](=O)[O-])c2)o1)c1ccc([N+](=O)[O-])cc1,-7%,2,-29%,-12%,0%,-4%,-1%,-8%,-30%
CCOC(=O)c1ccc(NC(=O)CCC(=O)N2Cc3ccccc3Oc3ncccc32)cc1,0%,-2,-18%,2%,-2%[59 µM],26%,-3%,0%,5%[57.1 µM]
CC(=O)Nc1nc2ccccc2n1Cc1ccccc1,.,2,-18%,-15%,28%[12.7 µM],11%,.,3%,-37%
Cc1nn(C)cc1C(C(=O)NC1CCCCC1)N(C(=O)Cc1cccs1)c1ccc(C(C)C)cc1 (stereo unspecified),0%,1,-11%,3%,8%,35%,i,-1%,-27%
CC(C)OCCCNc1nc(Cl)nc2c1cnn2C,-15%,0,-14%,8%,.,15%,i,39%[activator],.
O=C(O)CC(CNS(=O)(=O)c1cccc2nsnc12)c1ccccc1 (stereo unspecified),7%,2,-3%,2%,?,13%,-5%,-5%,.
COC(=O)c1cc(NC(=O)c2cc(-c3ccc(Cl)cc3)oc2C(F)(F)F)ccc1N1CCOCC1,18%,-3,-13%,-11%,-40%,20%,7%,48%[activator],-32%
Cc1ccc(S(=O)(=O)N2CCN(CC(=O)N/N=C\c3cccnc3)CC2)cc1,8%,-1,-17%,-1%,-13%,21%,i,-4%,-2%
Cc1c2c(=O)n(-c3nc4ccccc4s3)nc-2cc(O)n1Cc1ccccc1,29%,-30,-27%,0%,.,18%,-11%,?,40µM*
O=C(Cn1cccc1C(=O)c1ccccc1)NCc1ccccc1,-4%,0,-34%,-31%,3%,4%,-1%,4%,-2%
CCCn1c(=O)c(C(=O)Nc2cc(C)ccn2)c(O)c2ccccc21,8%,2,-8%,3%,-5%[0.501 µM],28%,-9%,1%,0%
O=C(Nc1ccc(F)c(F)c1)C1CCCN(S(=O)(=O)c2cccc3nonc23)C1 (stereo unspecified),2%&6%,7&-2,0%&-9%,3%&1%,-2%,2%&29%,6%,16%&18%,7%&6%
CC(=O)Nc1ccc(N2C(C(C)=O)=NN(c3ccccc3)C2c2cccs2)cc1 (stereo unspecified),2%,4,-36%,3%,.,5%,3%,17%,?
c1cnc2c(C3NCCc4c3[nH]c3ccccc43)cccc2c1 (stereo unspecified),-5%,2,?,17%,-48%[59 µM],2%,-2%,0%,-25%
O=C(O)C1CCCCC1C(=O)NCCc1ccc(Cl)cc1 (stereo unspecified),-10%,0,-6%,-1%,-20%[12.7 µM],34%,-2%,-2%,2%
CCC(C(=O)Nc1ncn[nH]1)(C(F)(F)F)C(F)(F)F,-2%,-4,9%[57.1 µM],2%,11%[2.33 µM],16%,5%,-3%,4%
Cc1nn(C(C)C)c(C)c1CN1CCCC(CCC(=O)NCc2ccccc2F)C1 (stereo unspecified),7%,-4,-10%,-6%,20%[59 µM],61%[activator],-2%,-3%,3%
O=C(NCCc1ccc(F)cc1)c1ccc([N+](=O)[O-])cc1,0%,4,-16%,-16%,-1%,19%,-2%,0%,-17%
